# Screens: PubChem BioAssay, ICCB-Longwood Screening Facility, Harvard Medical School
# Polio RdRp inh – inhibitors of poliovirus RNA polymerase binding and polymerization | poliovirus polymerase elongation, fluorescence polarization; active compounds read low | AID 588519 | % elongation, % (compound at 16.7 µg/mL) | 150,000 compounds, 0.66% hits | P03300; in the data active = % elongation below about 90%; also: some results filed as inactive read as strong as hits
# Target sequence (P03300 1749-2209 limits assumed): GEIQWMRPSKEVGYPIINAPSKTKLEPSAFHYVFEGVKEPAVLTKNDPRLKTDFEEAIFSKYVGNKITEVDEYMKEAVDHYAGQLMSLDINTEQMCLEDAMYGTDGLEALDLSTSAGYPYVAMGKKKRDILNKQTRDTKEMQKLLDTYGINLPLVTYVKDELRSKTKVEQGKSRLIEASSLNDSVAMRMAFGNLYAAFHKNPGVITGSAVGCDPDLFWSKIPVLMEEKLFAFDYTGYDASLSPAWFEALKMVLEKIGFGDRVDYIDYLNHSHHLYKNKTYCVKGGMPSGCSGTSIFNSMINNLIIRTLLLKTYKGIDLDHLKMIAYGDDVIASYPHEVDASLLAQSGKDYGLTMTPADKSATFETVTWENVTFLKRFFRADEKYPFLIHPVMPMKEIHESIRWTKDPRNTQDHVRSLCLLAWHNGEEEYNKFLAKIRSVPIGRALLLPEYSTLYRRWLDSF
# Polio RdRp inh FP z-score – further read-out of Polio RdRp inh, marked with its call; z-score; measured here: FP z-score; hits read low
# Numbers without * were called inactive; & = joins results of further samples. A portion of the library; count on the stated rates, not on these rows.
SMILES,Polio RdRp inh,Polio RdRp inh FP z-score
CCOc1cccc(C2c3c(-c4cc(C)ccc4O)n[nH]c3C(=O)N2Cc2ccco2)c1 (stereo unspecified),107,0.1
Cc1ccc(-c2ccc(CCC(=O)O)n2-c2ccc(C(N)=O)cc2)cc1,106,-0.2
NC12CC3CC(C1)CC(c1ccccc1)(C3)C2,102,0
Cc1ccc(C(=O)C2Sc3nnc(C)n3NC2c2ccc(Cl)cc2)cc1 (stereo unspecified),100,-0.3
COc1ccccc1CCNC(=O)CCc1c(C)c2cc3c(C)coc3cc2oc1=O,108,0.2
CCc1ccc(Cn2ncc3c(C(=O)O)cc(C)nc32)cc1,98,-0.7
COC(=O)c1cc(S(=O)(=O)NCC2CCN(CCc3cccs3)CC2)c[nH]1,100,-0.2
O=c1[nH]c2cc3c(cc2cc1CNCc1ccc2c(c1)OCO2)OCCO3,103,0.5
Cc1ccc(NC(=O)CCc2nc3ccccc3c(=O)[nH]2)cc1,98,-0.8
CC(=O)NC(Cc1ccc(O)cc1)C(=O)NN (stereo unspecified),99,-0.3
CCSc1nnc2c(n1)OC(c1ccc(OC)c(OC)c1)N(C(C)=O)c1ccccc1-2 (stereo unspecified),106,0.4
NC(=O)c1nc(-c2ccc(F)c(F)c2)nc2c1[nH]c(=O)n2-c1cccc(Cl)c1,105,-0.3
N/N=C1\C(=N/O)CCc2nonc21,105,1.4
FC(F)(F)c1cc(N2CCC(n3cccc3)CC2)c2ccccc2n1,106,0.4
C=CCNC(=O)c1scc2c1CCCC2,107,0.3
COC(=O)c1ccc(-n2ncnc2-c2ccc(N(C)C)cc2)cc1,102,0.1
O=C(CN1C(=O)C2C3C=CC(C3)C2C1=O)N1CC=C(c2ccccc2)CC1 (stereo unspecified),100,-0.4
CCOc1ccccc1-c1nc(-c2ccc(-c3ccccc3)nc2OCC)no1,103,-0.2
Cc1ccc(NC(=O)Nc2cccs2)c(Cl)c1,105,1.8
COc1ccc(CN2C(=O)CC(Cc3ccc(C)cc3)C2=O)cc1OC (stereo unspecified),99,-0.5
N=c1cc(C2(O)CCCCC2)n2c(nc3ccccc32)s1,104,0.2
CC(C)CCNS(=O)(=O)c1ccc2[nH]c3c(c2c1)CCCC3,101,-0.3
CC(C)(Oc1ccc(Cl)cc1)C(=O)Nc1nnc(C(F)(F)F)s1,101,-0.3
Cc1cc(C)cc(NC(=O)C2CCCN2S(=O)(=O)c2ccc3c(c2)C(C)(C)C(=O)N3C)c1 (stereo unspecified),106,-0.1
CCn1nc(C(=O)N(C)Cc2ccc(OC(F)F)cc2)c2ccccc2c1=O,106,0.5
Cc1nc2ccccc2c(=O)n1-c1nc2ccccc2n1C,100,-0.6
Cc1ccc2c(CC(=O)Nc3ccccc3C(F)(F)F)coc2c1C,118,0.2
Cc1ccc(OC(=O)CCC(=O)N2CCc3ccccc32)cc1,104,0.9
O=C(COC(=O)c1cccnc1Cl)c1ccccc1Br,102,0.2
O=C(CCCCCN1C(=O)C2C3C=CC(C3)C2C1=O)Nc1ccc2ncccc2c1 (stereo unspecified),101,0
Cn1ncc2c(NCC3CCCO3)ncnc21 (stereo unspecified),104,1.7
CC(C)CN(CC(C)C)C(=O)c1noc2c1CC(C)CC2 (stereo unspecified),101,-0.2
Cc1ccc(C(=O)OCC(=O)NCc2ccc3c(c2)OCO3)cc1S(=O)(=O)N1CCOCC1,105,0.3
Cc1nnc(COc2ccccc2C#N)o1,102,0
CNC(=O)N(C1=NCCCCC1)c1ccc(C)cc1,96,-0.5
O=C1CCN(Cc2ccccc2)C(=O)N1c1ccccc1,103,-0.2
CC1CN(c2nn3c(=O)c4ccccc4nc3c3ccccc23)CC(C)O1 (stereo unspecified),102,0.2
N#Cc1c2n(cnc1=O)CCCCC2,100,0.2
CN(C)S(=O)(=O)c1cccc2nsnc12,99&100,-0.8&-0.7
CCCNC(=O)CN1C(=O)CSc2ccc(S(=O)(=O)N3CCC(C)CC3)cc21,106,0.3
CN(Cc1ccccc1)c1ncnc2onc(-c3ccc(F)cc3)c12,103,0
CC1CC(C)CN(c2cnn(-c3ccccc3)c(=O)c2Cl)C1 (stereo unspecified),104,0.2
N#CCc1nc(-c2ccc(Cl)c(Cl)c2)cs1,131,6.5
COc1cc(/C=C/C(=O)OC2CCCCC2=O)cc(OC)c1OC (stereo unspecified),105,0.2
CCOC(=O)c1cc(-c2ccc(OC)cc2)n(CCC(=O)NC2CCCCC2)c1C,101,-0.4
Cn1c(CNC(=O)CSc2n[nH]c(-c3ccccc3Cl)n2)nc2ccccc21,108,0
CC1=NC(C(F)(F)F)(C(F)(F)F)C2=C(CC(C)(C)CC2=O)N1Cc1ccco1,101,0.3
O=C(N=c1scc(-c2ccccc2)n1-c1ccccc1)c1ccccc1,100,-0.4
COc1ccc(NC(=O)c2ccco2)cc1NC(=O)COc1ccc(Cl)cc1C,104,0.1
Cc1cc(C)c(CSc2nnc(C)n3c2cc2occc23)c(C)c1,109,0.3
CC1CN(CCc2ccccc2)c2nc3c(c(=O)n(CC(N)=O)c(=O)n3C)n2C1 (stereo unspecified),98,-1.1
COc1ccc(N2CC(=O)N(/N=C/c3ccccc3C(=O)O)C2=S)cc1,100,-0.4
COc1ccc(-c2noc(N3CCCC(C(=O)NCCCN4CCC(C)CC4)C3)n2)cc1 (stereo unspecified),103,0.1
C[N+](C)(C)CC1CCCC1O (stereo unspecified),99,-0.5
Cc1cc(C)c2ccc(O)cc2n1,94,-1.1
CC(=O)Nc1ccc(-c2nc3cc(Cl)ccc3o2)cc1,104,0.8
COC(=O)C1=C(C)NC2=C(C(=O)CCC2)C1c1c(F)cccc1F (stereo unspecified),101,-0.2
Cc1cc2[nH]c(=O)c(=O)[nH]c2cc1S(=O)(=O)Nc1ccc(OC(F)(F)F)cc1,105,-0.2
CCOC(=O)N1CCc2c(sc3c2c(=O)n(Cc2ccccc2)c(=O)n3Cc2ccc(C)cc2)C1,101,-1
N#Cc1ccc(CSc2nnc(CNc3ccccc3)o2)cc1,102,0.1

# More entries
SMILES,Polio RdRp inh,Polio RdRp inh FP z-score
O=C(C1CC1)N1CCN(c2nc3ccc(F)cc3s2)CC1,103,-1
COc1ccccc1CNC(=O)CSc1nc(=O)[nH]c2c1CCC2,106,-0.2
O=C(c1ccc(CSc2ncn[nH]2)cc1)N1CCN(S(=O)(=O)c2ccc3c(c2)CCC3)CC1,98,-0.2
CC(=O)c1cccc(NC(=O)CCc2c(C)nc3c(-c4ccc(F)cc4)c(C)nn3c2C)c1,102,-1
Cn1nc(C(=O)Nc2ccc(F)c(Cl)c2)c2c1-c1ccccc1S(=O)(=O)C2,99,-1.4
Cc1ccc(C)c(CN2C(=O)c3ccccc3S(=O)(=O)c3ccc(C(=O)NCCC4=CCCCC4)cc32)c1,107,0.5
CCN1CCN(Cc2c(O)ccc3oc(C)c(C(=O)Nc4ccc(C)cc4C)c23)CC1,106,0
COc1ccc(-c2cc(C(F)(F)F)nc(NCc3ccccc3)n2)cc1OC,105,0.1
CC(C)(C)c1ccc(OCCCSC#N)cc1,100,-0.1
COc1ccc(C(=O)Oc2ccc(C(c3c(C)[nH][nH]c3=O)c3c(C)[nH][nH]c3=O)cc2)cc1,109,-0.3
O=C(COc1ccc(F)cc1)Nc1ccccc1C(=O)OCc1cc(=O)n2ccsc2n1,105,-0.4
N/C(Cc1cccc2ccccc12)=N\OC(=O)c1ccc(Br)o1,93,-1.9
O=C1/C(=C/c2cccnc2)c2ccccc2N1c1ccccc1,96,-0.6
CN(C)S(=O)(=O)c1ccc2c(c1)N(CC(=O)N1CCC(C(N)=O)CC1)CCS2,104,-0.7
C=CCSc1nc(N)c(C(=O)Nc2ccccc2)cc1C(N)=O,105,0.6
CC(=O)Nc1cccc(N2C(=O)CCC2=O)c1,100,-0.1
COc1ccc(S(=O)(=O)Nc2c(O)c3ccccc3oc2=O)cc1OC,101,-0.6
COc1ccc(-c2nc(S(=O)(=O)c3ccc(Cl)cc3)c(N3CCCCCC3)o2)cc1,106,0.2
O=C(Nc1ccc2ccccc2c1)c1ccccc1O,102,0.1
CCn1c(=O)c(C)nc2cc(C(=O)O)ccc21,102,0
Cc1ccc(OCc2nc(C#N)c(NCCCN3CCOCC3)o2)cc1,100,-0.2
CCCOc1ccc(CC2C(=O)Nc3ccc(Br)cc32)cc1 (stereo unspecified),105,-0.4
O=C1c2ccccc2C(=O)N1c1ccc(OC(F)(F)F)cc1,102,0.1
COc1cccc(C2=NN(S(C)(=O)=O)C(c3cn(-c4ccccc4)nc3-c3cccs3)C2)c1 (stereo unspecified),104,-0.3
CCOc1cc(N2CCOCC2)c(OCC)cc1NC(=O)CSc1ccccc1C(=O)O,104,-0.4
CCn1c(CC(=O)Nc2ccccc2)n[nH]c1=S,101,-0.1
CNCCC(Oc1ccc(C(F)(F)F)cc1)c1ccccc1 (stereo unspecified),101&100,0.2&0.1
Cc1nnc(SCC(=O)c2ccc(F)cc2)o1,98,-0.6
COCCNC(=O)CSc1c(C)cnc2c1c(=O)n(C)c(=O)n2C,110,0.8
COC(=O)c1c(-c2snnc2C)n[nH]c1C,103,-0.1
CC1Cc2ccccc2N1C(=O)CN1CCN(c2ccc(C(F)(F)F)cn2)CC1 (stereo unspecified),105,0.3
CCOc1ccc(-n2ccc3nc(C)c(C(=O)O)cc3c2=O)cc1,101,0.2
N#CNC1=NCN(CCCN2CCOCC2)CN1,101,-0.2
O=P(c1ccccc1)(c1ccccc1)C(O)c1ccc2c(c1)OCO2 (stereo unspecified),99,-0.9
CC1(C)Cc2cccc(OCC(=O)OCC(=O)c3ccc4[nH]c(=O)[nH]c4c3)c2O1,101,-0.3
CN1CCN(C(=O)c2cn(-c3ccccc3)nc2-c2cccs2)CC1,110,0.4
CCN(CC)S(=O)(=O)c1ccc2oc(C(=O)Nc3cccc(Cl)c3)c(C)c2c1,102,0.2
c1nc(NC2CCCC2)c2c3c(sc2n1)CCC3,102,-0.4
COc1ccc(C(=O)Nc2ccc(S(=O)(=O)Nc3cc(C)nc(C)n3)cc2)cc1,109,1.2
COc1ccc(-c2cn3c(n2)sc2cc(C(=O)Nc4ccc(F)cc4)ccc23)cc1,109,0.6
CCS(=O)(=O)NCCc1csc(C)n1,103,-0.1
COc1ccc(CC(=O)N(CC#N)CC#N)cc1OC,106,0.3
CC(CNS(=O)(=O)c1ccc2c(c1)CC(=O)N2C)c1ccccc1 (stereo unspecified),111,0.9
COc1ccc(C(=O)N(CC#N)CC#N)cc1OC,98,-0.6
COc1ccccc1NC(=O)c1ccc2c(c1)C(=O)N(CC1CCCO1)C2=O (stereo unspecified),99,-0.2
COc1ccc(CNC(=O)c2ccc3c(c2)N(C)C(=O)C2CCCCN32)cc1OC (stereo unspecified),109,0.7
CCn1c(=O)c2cc(C(=O)N(CCCOC(C)C)Cc3ccco3)sc2c2ccccc21,96,-0.7
O=C1CC(c2ccccc2)Sc2ccccc2N1Cc1ccccc1F (stereo unspecified),108,1.1
CN(C)CCNc1oc(-c2ccc(COc3ccc(Cl)cc3)o2)nc1C#N,104,-0.7
COc1ccccc1CCNS(=O)(=O)c1ccc(N2CCCCS2(=O)=O)cc1,106,0.1
O=C(/C=C/c1ccco1)OCC(=O)c1ccc(O)cc1O,105,0.3
O=C1CCCc2nccc(-c3ccccc3)c21,103,0.5
COc1ccc(N2C(=O)C(CC(=O)Nc3ccc(F)cc3)N(Cc3ccc4c(c3)OCO4)C2=O)cc1 (stereo unspecified),103,-0.2
CCOCCC(=O)Nc1ccccc1C(F)(F)F,102,1
NC(=O)C1CCN(CC(=O)N2N=CCC2c2ccccc2)CC1 (stereo unspecified),101,0.1
CC(CN1C(C)CCCC1C)OC(=O)c1ccc(Cl)cc1 (stereo unspecified),105,0.6
COc1ccc(N2CCN(C(=O)c3c(C)oc4nc(C)nc(N5CCCC5)c34)CC2)cc1,112,0.7
CCn1c(CSc2ccc(OC)cc2)nc2cc(S(=O)(=O)N3CCCCC3)ccc21,102,-0.1
O=C(OC1CCCC1)c1c(F)cccc1Cl,113,1
CN(C(=O)N1c2ccccc2Sc2ccccc21)c1ccccc1,105,1.1

# Part of the list above in order of heavy-atom count, falling:
SMILES,Polio RdRp inh,Polio RdRp inh FP z-score
COc1ccc(N2C(=O)C(CC(=O)Nc3ccc(F)cc3)N(Cc3ccc4c(c3)OCO4)C2=O)cc1 (stereo unspecified),103,-0.2
CC(=O)c1cccc(NC(=O)CCc2c(C)nc3c(-c4ccc(F)cc4)c(C)nn3c2C)c1,102,-1
CCn1c(=O)c2cc(C(=O)N(CCCOC(C)C)Cc3ccco3)sc2c2ccccc21,96,-0.7
CCSc1nnc2c(n1)OC(c1ccc(OC)c(OC)c1)N(C(C)=O)c1ccccc1-2 (stereo unspecified),106,0.4
CCn1c(CSc2ccc(OC)cc2)nc2cc(S(=O)(=O)N3CCCCC3)ccc21,102,-0.1
CC1CN(CCc2ccccc2)c2nc3c(c(=O)n(CC(N)=O)c(=O)n3C)n2C1 (stereo unspecified),98,-1.1
CN(C)S(=O)(=O)c1ccc2c(c1)N(CC(=O)N1CCC(C(N)=O)CC1)CCS2,104,-0.7
CN(C)CCNc1oc(-c2ccc(COc3ccc(Cl)cc3)o2)nc1C#N,104,-0.7
COc1ccc(S(=O)(=O)Nc2c(O)c3ccccc3oc2=O)cc1OC,101,-0.6
CN1CCN(C(=O)c2cn(-c3ccccc3)nc2-c2cccs2)CC1,110,0.4
COc1cc(/C=C/C(=O)OC2CCCCC2=O)cc(OC)c1OC (stereo unspecified),105,0.2
NC(=O)C1CCN(CC(=O)N2N=CCC2c2ccccc2)CC1 (stereo unspecified),101,0.1
CCCOc1ccc(CC2C(=O)Nc3ccc(Br)cc32)cc1 (stereo unspecified),105,-0.4
CC(C)CN(CC(C)C)C(=O)c1noc2c1CC(C)CC2 (stereo unspecified),101,-0.2
O=C(Nc1ccc2ccccc2c1)c1ccccc1O,102,0.1
COc1ccc(C(=O)N(CC#N)CC#N)cc1OC,98,-0.6
c1nc(NC2CCCC2)c2c3c(sc2n1)CCC3,102,-0.4
NC12CC3CC(C1)CC(c1ccccc1)(C3)C2,102,0
COC(=O)c1c(-c2snnc2C)n[nH]c1C,103,-0.1
C=CCNC(=O)c1scc2c1CCCC2,107,0.3
